Bioassay records deposited in PubChem by Southern Research Specialized Biocontainment Screening Center.
inhibitors of VEEV: inhibitors of VEEV TC-83 cytopathic effect, confirmation, Vero cells (AID 588727). Vero cells, VEEV TC-83 cytopathic effect inhibition; higher % means a stronger effect. inhibition, % at 20 µM, or IC50 in µM where a hit was titrated. 350,000 tested, 0.13% active; in the data active means a potency from the dose series; inconclusive means inhibition mostly from about 14% at the one dose, without a potency; inactive means the rest, 99 in 100 with inhibition below about 12%; further: strong numbers were not always called active
tuberculosis growth: growth inhibition of non-replicating M. tuberculosis (AID 488890). 320,000 tested, 0.39% active. Mycobacterium tuberculosis non-replicating, growth inhibition; higher % means a stronger effect. one-dose inhibition, % at 25 µM; IC50 in µM for titrated hits; in the data active means a potency from the dose series; inconclusive means inhibition mostly from about 82% at the one dose, without a potency; inactive means the rest, 99 in 100 with inhibition below about 76%;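 further: plate controls were DMSO cells for no effect and high antibiotic wells for full effect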
H1N1 NS1A inhibition: H1N1 influenza NS1A inhibitors, functional cell based assay (AID 504329) | inhibition, % at 12.5 µM; hits with a dose series show IC50 in µM | 340,000 tested, 0.3% active | NS1A functional cell-based assay, percent inhibition; higher % means a stronger effect; in the data active means a potency from the dose series; inconclusive means inhibition above about 27% without an active follow-up result; further: strong numbers were not always called active
PhoP GFP inhibition: PhoP regulon inhibitors, Salmonella typhi PhoP promoter GFP reporter, confirmatory (AID 1850). Salmonella Typhi PhoP-promoter GFP reporter, fluorescence, 4 h; higher % means a stronger effect. inhibition, % at 50 µM; hits with a dose series show IC50 in µM. 310,000 tested, 0.33% active; in the data active means a potency from the dose series; inconclusive means inhibition mostly from about 25% at the one dose, without a potency; inactive means the rest, 99 in 100 with inhibition below about 19%;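 further: 0% = induced wells with vehicle and 100% = uninduced wells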
H37Rv inhibition: M. tuberculosis growth inhibition, HTS (AID 449762); M. tuberculosis H37Rv growth inhibition, 7H9 media; higher % means a stronger effect; inhibition, % at 25 µM; hits with a dose series show IC50 in µM; 330,000 tested, 0.59% active; in the data active means a potency from the dose series; inconclusive means inhibition above about 70% without an active follow-up result;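 further: bacterial growth assessed after seven days of incubation; strong numbers were not always called active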
inhibitors of VEEV 10K pilot screen: recorded beside inhibitors of VEEV, whose call it bears; inhibition, %; measured here: 10K pilot screen inhibition
An asterisk follows results filed as active; i = inactive; ? = inconclusive; . = not tested or not shown. Hits appear at their usual frequency, and some 1.6% of all compounds hit somewhere here.

SMILES | inhibitors of VEEV | tuberculosis growth | H1N1 NS1A inhibition | PhoP GFP inhibition | H37Rv inhibition | others
CCOc1ccccc1/C=N/NC(=O)Cc1csc(Nc2cccc(C(F)(F)F)c2)n1 | 1.3% | 5% | 2% | 3% | 8% | inhibitors of VEEV 10K pilot screen=5.1
O=C(NCc1ccccc1Cl)c1ccc[nH]1 | 0.4% | 9% | -7% | -1% | -2%
CCOC(=O)C1CCN(C(=O)c2ccc(OCC(=O)N3CCOCC3)c(OC)c2)CC1 | 1.0% | -14% | 6% | -6% | 1%
CCOc1ccc(NC(=O)CN(C)C(=O)c2cc(-c3cccs3)nn2-c2ccccc2)cc1OCC | 8.0% | 6% | -4% | -3% | 10%
COC(=O)c1c(NC(=O)c2ccccc2)sc2c1CC(C)(C)NC2(C)C | 1.4% | . | 0% | -14% | -11%
Cc1ccc(C)c(S(=O)(=O)N2CCN(C(=O)Cc3ccc(S(=O)(=O)N4CCOCC4)s3)CC2)c1 | 6.4% | 7% | -8% | 0% | 6%
CCCCCc1ccc(-c2nnc(N)s2)cc1 | 2.9% | 29% | 7% | 3% | 1%
Cc1ccccc1NS(=O)(=O)c1ccc(C(=O)N2CC(C)OC(C)C2)cc1 (stereo unspecified) | i | 5% | 11% | -9% | 3%
Nc1ccc(N2CCCCC2)c(S(=O)(=O)Nc2ccc(Cl)cc2)c1 | 5.8% | 6% | 2% | 6% | 2%
Cc1c(NC(=O)C(C)OC(=O)Cc2ccc(F)cc2)c(=O)n(-c2ccccc2)n1C (stereo unspecified) | 1.8% | -2% | -9% | -2% | -1%
Cc1ccc(S(=O)(=O)NCCC(=O)NCc2ccccn2)cc1 | i | 0% | 0% | -10% | -4%
CCCC(=O)Nc1nn(CC)c2nc3ccc(C)cc3cc12 | i | 0% | -16% | -8% | 3%
O=S1(=O)C=CC(Sc2nc3ccccc3[nH]2)C1 (stereo unspecified) | 0.5% | -12% | 4% | -1% | -2%
O=C(CCC1N=C2c3ccccc3N=C(SCc3cccc(Cl)c3)N2C1=O)NCc1ccco1 (stereo unspecified) | 6.5% | 30% | 6% | 1% | 15%
COc1ccc(C(CNC(=O)c2cccc(S(=O)(=O)N3CCCC(C)C3)c2)N(C)C)cc1 (stereo unspecified) | i | 29% | -7% | . | 3%
C#CCOc1c(Cl)cc(/C=C2/C(=O)ON=C2C)cc1OCC | 2.1% | 6% | -5% | -4% | 4%
C=C(C)CSc1nnc(-c2ccccc2)n1N | i | 75% | -4% | -8% | -2%
CCC(C)c1c(O)nc(SCC(=O)N2CCCCCC2)[nH]c1=O (stereo unspecified) | i | 0% | -10% | 0% | -4%
C/C(=N\NC(=O)c1ccncc1)c1ccc(NC(=O)c2ccc(Cl)cc2)cc1 | 0.8% | 52% | -8% | -12% | ?
Cn1c(CO)c(-c2ccccc2)c2cc([N+](=O)[O-])ccc21 | 6.7% | 67% | -3% | 2% | 14%
O=C1C(c2ccc(F)cc2)N(Cc2ccc3c(c2)OCO3)C(=O)CN1C1CCCCC1 (stereo unspecified) | i | 6% | 2% | -7% | -11%
Fc1ccccc1N1CCN(Cc2cccnc2)CC1 | 1.2% | -2% | 5% | -9% | 3%
CCOc1ccc(Cl)cc1S(=O)(=O)N1CCC(C(=O)NCc2ccco2)CC1 | i | -2% | 3% | 5% | -10%
Cc1cc(N/N=C/c2ccc(O)cc2)nc(NS(=O)(=O)c2ccccc2)n1 | 0.4% | 1% | -3% | -8% | 3% | inhibitors of VEEV 10K pilot screen=0.3
CN1CCN(/N=C/c2c(O)n(CCC3=CCCCC3)c(=S)[nH]c2=O)CC1 | 6.7% | 36% | 10% | -11% | -4%

Quoted at random: 3 entries already listed, in no set order.
SMILES | inhibitors of VEEV | tuberculosis growth | H1N1 NS1A inhibition | PhoP GFP inhibition | H37Rv inhibition | others
Fc1ccccc1N1CCN(Cc2cccnc2)CC1 | 1.2% | -2% | 5% | -9% | 3%
COc1ccc(C(CNC(=O)c2cccc(S(=O)(=O)N3CCCC(C)C3)c2)N(C)C)cc1 (stereo unspecified) | i | 29% | -7% | . | 3%
C=C(C)CSc1nnc(-c2ccccc2)n1N | i | 75% | -4% | -8% | -2%

The main list resumes, starting 5 compounds before the break.
SMILES | inhibitors of VEEV | tuberculosis growth | H1N1 NS1A inhibition | PhoP GFP inhibition | H37Rv inhibition | others
O=C1C(c2ccc(F)cc2)N(Cc2ccc3c(c2)OCO3)C(=O)CN1C1CCCCC1 (stereo unspecified) | i | 6% | 2% | -7% | -11%
Fc1ccccc1N1CCN(Cc2cccnc2)CC1 | 1.2% | -2% | 5% | -9% | 3%
CCOc1ccc(Cl)cc1S(=O)(=O)N1CCC(C(=O)NCc2ccco2)CC1 | i | -2% | 3% | 5% | -10%
Cc1cc(N/N=C/c2ccc(O)cc2)nc(NS(=O)(=O)c2ccccc2)n1 | 0.4% | 1% | -3% | -8% | 3% | inhibitors of VEEV 10K pilot screen=0.3
CN1CCN(/N=C/c2c(O)n(CCC3=CCCCC3)c(=S)[nH]c2=O)CC1 | 6.7% | 36% | 10% | -11% | -4%
Cc1ccccc1NC(=S)NC(=O)CCc1ccccc1 | i | 72% | -7% | -10% | -7%
CN(C)CCCNC(=S)/N=c1\sccn1Cc1ccccc1Cl | i | 16% | 6% | 8% | -2%
Cc1ccccc1Cn1ccc(NC(=O)c2cnn3cccnc23)n1 | 0.1% | 0% | -1% | -9% | -13%
CC(C)C(O)(C#CCN1CCCCCC1)c1ccccc1 (stereo unspecified) | i | 2% | -2% | -1% | -11%
COc1ccc(C(=O)/C=C(/C)N(C)C)cc1 | i | 5% | 0% | 6% | -4%
O=C(N/N=C/c1cc([N+](=O)[O-])ccc1O)C1C2CCCCC21 (stereo unspecified) | . | 77% | . | -4% | ?
Cc1ccc2nc(NC(=O)CNS(=O)(=O)c3ccc(Br)s3)sc2c1 | i | 38% | 5% | -10% | 3%
CCOCCCNC(=O)C(NC(=O)c1ccccc1O)c1ccc(C)cc1 (stereo unspecified) | 0.2% | 9% | 5% | -8% | 3%
CC(NC(=O)COC(=O)C1CCN(S(=O)(=O)c2ccccc2C(F)(F)F)CC1)c1ccccc1 (stereo unspecified) | 0.0% | 15% | -5% | 0% | 0%
O=C1CN(C(=O)COC(=O)CCSc2ccccc2Cl)c2ccccc2N1 | 2.2% | 17% | 2% | -4% | 2%
COC(=O)CCC(=O)OC1(C)C(=O)C2=CN(C3CCCC3)C(c3ccc(OC)cc3)=CC2=C(Br)C1=O (stereo unspecified) | 0.4% | 48% | 15% | -2% | 21% | inhibitors of VEEV 10K pilot screen=0.8
O=C1C=C(c2ccccc2)CCC1 | 0.5% | 2% | 10% | 2% | -3%
COc1ccc(CCNc2ccncn2)cc1 | i | 17% | 18% | 8% | 11%
CC1CCC(NC(=O)CCNS(=O)(=O)c2ccc3c(c2)CCC(=O)N3)CC1 (stereo unspecified) | 3.5% | -6% | 9% | 12% | 6%
CCOC(=O)C1=C(C)NC(=O)NC1c1ccco1 (stereo unspecified) | 0.6% | -4% | 3% | -12% | -4%
O=C(Nc1ccc(F)cc1)c1c(O)c2c(n(Cc3ccccc3)c1=O)CCCC2 | 4.0% | 9% | -5% | -10% | 2%
COc1ccccc1N1CCN(C(=O)/C=C/c2ccc3c(c2)OCO3)CC1 | 0.9% | 10% | 3% | 8% | -1%
O=C(CCc1ccccc1)OCC(=O)c1ccc(Br)cc1 | i | 44% | -1% | -2% | 7%
C=CCOC(=O)COc1ccc2c(C)c(C)c(=O)oc2c1C | 1.0% | ? | -2% | 2% | ?
Cc1ccc(NC(=O)CN2C(=O)NC3(CCc4ccccc43)C2=O)cc1S(=O)(=O)N1CCCCC1 (stereo unspecified) | 4.1% | 16% | -3% | -5% | 7%
O=C(CSc1ccc(-c2ccco2)nn1)NCc1ccccc1Cl | 0.1% | 37% | -6% | 0% | -8%
CCOCCCNC(=O)CN(c1cc([N+](=O)[O-])ccc1OC)S(C)(=O)=O | i | 2% | 6% | -4% | -4%
COc1ccc2[nH]c(=O)c(CN(CCCN(C)C)C(=O)Nc3ccc(F)cc3)cc2c1 | 11% | -2% | -23% | 1% | 0%
COc1ccc(NC(=O)CCSc2nnc(C)s2)cc1 | 0.5% | 32% | 14% | -3% | 58% | inhibitors of VEEV 10K pilot screen=0.6
Cn1cc(C(=O)Cc2ccccc2)c2ccccc21 | 0.6% | 35% | 3% | -8% | -8%
(list continues)
SMILES | inhibitors of VEEV | tuberculosis growth | H1N1 NS1A inhibition | PhoP GFP inhibition | H37Rv inhibition | others
O=C(CSCc1ccccc1)Nc1cccc(F)c1 | 0.6% | ? | -8% | -4% | 0%
COc1ccccc1C(=O)NCc1nnc(SC(C)C(=O)Nc2nccs2)n1C (stereo unspecified) | 1.7% | -19% | -8% | -14% | 8%
Cc1cccc(NC(=O)Nc2ccc(F)cc2)n1 | 0.7% | 2% | 19% | -6% | 9%
O=C(NCCCN1CCCC1=O)c1cccc(S(=O)(=O)Nc2ccc(F)cc2)c1 | i | 1% | 6% | . | -17%
COc1cc2cc(C[C@H](C)O)oc(=O)c2cc1OC | 1.6% | 1% | 2% | . | -13%
O=C(c1ccc2c(c1)OCO2)C1CCCN(Cc2ccc3nsnc3c2)C1 (stereo unspecified) | 0.1% | 79% | 4% | -4% | 5%
CCN(CC)C(=O)NC1CC2CCCC(C1)N2Cc1ccccc1 (stereo unspecified) | 0.1% | 0% | -2% | -6% | 5%
Cc1c(NC(=O)c2ccc(C(C)(C)C)cc2)cccc1[N+](=O)[O-] | 1.6% | 18% | -2% | -3% | 7%
O=C(C1CCCCN1S(=O)(=O)c1ccc(F)cc1)N1CCN(c2ccccc2F)CC1 (stereo unspecified) | 0.3% | 9% | 1% | -3% | 1%
C=CCNC(=O)c1onc(CSc2cc(C)cc(C)c2)c1C(=O)O | i | 15% | 14% | 7% | 3%
CCn1nc(C(=O)NC2=NCCS2)c2ccccc2c1=O | 0.3% | -8% | 5% | 8% | 6%
CC(C)CC1(C)NC(=O)N(CC(=O)Nc2ccc3c(c2)OCCO3)C1=O (stereo unspecified) | i | 18% | -1% | . | 4%
Cn1c(=O)oc2cc(S(=O)(=O)CCC(=O)Nc3ccccc3)ccc21 | 0.9% | -2% | 0% | -1% | 1%
O=C1N=C(c2ccccc2)C(c2ccccc2)N1 (stereo unspecified) | 2.8% | 0% | -4% | -9% | -3%
O=C(Nc1ncccc1O)c1ccc(Cl)c(S(=O)(=O)N2CCCCCC2)c1 | 1.9% | 7% | -13% | 8% | -7%
Cc1cc[n+]2n1CC(O)C2 (stereo unspecified) | i | -3% | . | 11% | -5%
c1cc2c3c(cccc3c1)NC1(CCCCCC1)N2 | 3.6% | 80% | 7% | 0% | ?
CN(Cc1cccc(-n2cccn2)c1)Cc1cn(C)nc1-c1ccccc1F | 0.5% | -12% | 7% | -23% | 0%
CC(C)NC(=O)N(C)C[C@H]1Oc2ccc(NC(=O)Nc3ccc4c(c3)OCO4)cc2C(=O)N([C@H](C)CO)C[C@@H]1C | 0.4% | -6% | 1% | . | 11%
Cc1cccc(-c2noc(CNC(=O)c3ccoc3C)n2)c1 | 5.5% | 22% | -5% | -7% | 10%
Cc1ccc(/C=N\n2c(-c3ccccc3)n[nH]c2=S)s1 | 2.9% | -14% | 4% | -1% | 2%
COc1cccc(-c2cc(C(=O)N3CCN(Cc4ccc5c(c4)OCO5)CC3)on2)c1 | 3.9% | 14% | -1% | 1% | 3%
COc1ccc(Cc2nnc3n2N=C(c2cc4ccccc4o2)CS3)cc1OC | 4.0% | 41% | 0% | -6% | -4%
CCOc1ccc(NC(=O)N2CCC(NC(=O)C(Cc3ccccc3OC)NC(C)=O)CC2)cc1 (stereo unspecified) | 1.1% | 0% | -3% | -2% | -9%
Cc1cc(N2C(=O)C(O)=C(C(=O)c3cc4ccccc4o3)C2c2cccc(Cl)c2)no1 (stereo unspecified) | 2.4% | ? | -1% | -7% | 7%
COc1ccc(-c2nc(CS(=O)(=O)CC(=O)NCc3cccc(F)c3)c(C)o2)cc1 | 1.0% | -5% | 32% | -2% | -5% | inhibitors of VEEV 10K pilot screen=0.2
Cc1cc(C)cc(Nc2ccc([N+](=O)[O-])nc2[N+](=O)[O-])c1 | i | 27% | -7% | 1% | -1%
CCOC(=O)C1=C(CC)Nc2ccccc2N=C1NC(=O)Cn1cnc2ccccc2c1=O | 0.5% | -21% | -5% | -7% | -3%
Cc1cc(C)cc(NC(=S)N=Nc2c(O)n(C)c3ccc(S(=O)(=O)N4CCOCC4)cc23)c1 | 0.7% | -33% | 7% | 4% | 4%
Cc1cc(-c2nn(-c3ccccc3F)cc2CNCCc2cnc[nH]2)c(C)s1 | 3.2% | 58% | -22% | 7% | 13%
